PTAP TSG101 blk – qHTS Assay for Iinhibitors of HIV-1 Budding by Blocking the Interaction of PTAP/TSG101; Tumor susceptibility gene 101 protein (Homo sapiens), Q99816; Fluorescence polarization, FITC-PTAP peptide / Tsg101 binding; Potency, µM (highest dose often 115 µM), without a hit: at the top dose activity change, negative = inhibition, actives largely listed as inhibitors; 340,000 tested, under 10 active; AID 493005, 2010; active means well fitted inhibition curve with a large enough effect in the main read-out, with a control signal flat, not every such curve was filed as active; inconclusive means small, poorly fitted or top-dose-only effect, or effect the other way, or a change in a side signal; inactive means no such curve, though single readings can be large or run the other way; further: potency means the concentration at half of the fitted maximal effect; % of control where 0% means no effect
Target sequence (Q99816 whole entry, looked up): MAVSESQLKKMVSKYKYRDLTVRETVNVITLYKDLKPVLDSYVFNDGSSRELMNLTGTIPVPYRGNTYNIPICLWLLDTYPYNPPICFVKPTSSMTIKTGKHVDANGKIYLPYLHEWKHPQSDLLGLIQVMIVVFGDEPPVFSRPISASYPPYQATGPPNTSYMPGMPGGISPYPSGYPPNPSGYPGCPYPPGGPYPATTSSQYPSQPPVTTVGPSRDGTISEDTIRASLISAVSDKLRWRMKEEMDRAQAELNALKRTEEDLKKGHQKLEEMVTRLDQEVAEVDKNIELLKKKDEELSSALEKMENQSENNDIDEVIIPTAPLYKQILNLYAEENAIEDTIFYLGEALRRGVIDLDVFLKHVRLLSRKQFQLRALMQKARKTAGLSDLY
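Fluorescence polarization binding of Tsg101 binding domain (10 uM final) to FITC-labeled PTAP peptide (50 nM final) in HEPES pH 7.5 buffer with NaCl, Tween 20, EDTA, TCEP. Compounds added before peptide; binding 20 min at RT.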
Mito fusion act – qHTS Assay for Small Molecule Inhibitors of Mitochondrial Division or Activators of Mitochondrial Fusion; S. cerevisiae fusion-defective mutant growth rescue, CellTiterGlo 48 h; Potency, µM (top dose mostly 46.1 µM), for inactives: top-dose growth rescue (activation), actives largely listed as activators; actives 0.23% (n = 320,000); AID 485298, 2010;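 further: potency means the concentration at half of the fitted maximal effect; % of control where 0% means no effect; nearly all actives have a fitted effect of over 45% in size; temperature-sensitive fusion mutants such as fzo1-1 at 37 °C on non-fermentable ethanol glycerol medium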
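S. cerevisiae fusion-defective temperature-sensitive mutants (e.g. fzo1-1, mgm1-5) grown 48 h at 37C in YPEG (ethanol/glycerol non-fermentable) medium with 23 nl compound per well; growth rescue read as CellTiterGlo luminescence.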
Eya2 phos inh – qHTS Assay for Inhibitors of the Phosphatase Activity of Eya2; Protein phosphatase EYA2 (Homo sapiens), O00167; recombinant Eya2, OMFP fluorescence dephosphorylation (OMFP is methylfluorescein phosphate); Potency, µM (top dose mostly 76.9 µM), inactives show at the highest dose activity, negative = inhibition, most hits filed as inhibitors; actives 0.006% (n = 330,000); further: potency means the concentration at half of the fitted maximal effect; on the % scale 0 is the no-effect control and ±100 the full control effect
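Eya2 (0.2 uM) preincubated 10 min at ambient with compound, then OMFP substrate added at 50 uM; 10 min reaction in 50 mM HEPES pH 7.5, 50 mM NaCl, 5 uM MgCl2, 0.05% BSA, 1 mM DTT. Fluorescence read at Ex 485/Em 525 nm.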
TCR activator – Activators of T cell receptors: qHTS campaign. primary human leukocytes, anti-CD3, IL-2 HTRF, 48 h. Potency, µM (highest dose often 9.22 µM), without a hit: top-dose activation of IL-2 secretion, most hits filed as activators. 330,000 tested, under 10 active. AID 504894, 2011; further: % of control where 0% means no effect
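Primary human leukocytes incubated 48 hr with anti-CD3 beads plus compound, without co-stimulation. Secreted IL-2 measured by HTRF (europium cryptate/d2 anti-IL-2 pair, 320 nm excitation, 665 nm emission).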
AT treatment – qHTS Assay for Identifying a Potential Treatment of Ataxia-Telangiectasia. […] A-T fibroblasts, KAP-1 phosphorylation AlphaLISA; neocarzinostatin DNA damage 30 min before lysis. Potency, µM (highest dose often 57.5 µM), for inactives: at the top dose activation, usual class: activators. actives 0.19% (n = 320,000); further: potency means the concentration at half of the fitted maximal effect; % of control where 0% means no effect; nearly all actives have a fitted effect of over 45% in size
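hTERT-immortalized A-T patient fibroblasts ([…]), 500 cells/well in OPTI-MEM, 1% FBS, got compounds for 60 min, then NCS for 30 min at 37C. Lysates were then assayed for phospho-KAP-1 by AlphaLISA (anti-pKAP1 donor, anti-KAP1 acceptor beads), 6 hr at 25C.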
Chronic BCR inh – qHTS Assay to Find Inhibitors of Chronic Active B-Cell Receptor Signaling. ABC-DLBCL IkBa-CBG/CBR reporter, luminescence ratio, 4 h. Potency, µM (titrated, usually from 46.1 µM), for inactives: at the top dose ratio change, negative = lower green/red ratio, most hits filed as inhibitors. actives 0.05% (n = 340,000). AID 493014, 2011; active means well fitted inhibition curve with a large enough effect in the signal ratio, with a control signal flat, not every such curve was filed as active; inconclusive means small, poorly fitted or top-dose-only effect, or effect the other way, or a change in a side signal; the % refers to the signal ratio;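 further: potency means the concentration at half of the fitted maximal effect; plate controls were basal doxycycline-induced cells for no effect and cells given 10 µM MG132 for full effect; MG132 reads +100%, hits lower the ratio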
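TMD8 human ABC-DLBCL cells with doxycycline-inducible IκBα–green luciferase fusion and unfused red luciferase, in 0.5% FBS medium; compounds up to 46 uM, 4 h at 37C. Green/red luminescence ratio, filter-overlap corrected, fitted to concentration-response curves.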
Tb PFK block – qHTS Assay to Find Inhibitors of T. brucei phosphofructokinase. Potency, µM (doses to about 57.5 µM), for inactives: at the top dose activity, negative = inhibition, usual class: inhibitors. T. brucei PFK, ADP-Glo luminescence. ATP-dependent 6-phosphofructokinase (Trypanosoma brucei brucei), O15648. actives 0.17% (n = 330,000). AID 485367, 2010;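 further: potency means the concentration at half of the fitted maximal effect; 0% = uninhibited 1x PFK enzyme wells and -100% = no-enzyme wells; nearly all actives have a fitted effect of over 60% in size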
Target sequence (O15648 whole entry, looked up): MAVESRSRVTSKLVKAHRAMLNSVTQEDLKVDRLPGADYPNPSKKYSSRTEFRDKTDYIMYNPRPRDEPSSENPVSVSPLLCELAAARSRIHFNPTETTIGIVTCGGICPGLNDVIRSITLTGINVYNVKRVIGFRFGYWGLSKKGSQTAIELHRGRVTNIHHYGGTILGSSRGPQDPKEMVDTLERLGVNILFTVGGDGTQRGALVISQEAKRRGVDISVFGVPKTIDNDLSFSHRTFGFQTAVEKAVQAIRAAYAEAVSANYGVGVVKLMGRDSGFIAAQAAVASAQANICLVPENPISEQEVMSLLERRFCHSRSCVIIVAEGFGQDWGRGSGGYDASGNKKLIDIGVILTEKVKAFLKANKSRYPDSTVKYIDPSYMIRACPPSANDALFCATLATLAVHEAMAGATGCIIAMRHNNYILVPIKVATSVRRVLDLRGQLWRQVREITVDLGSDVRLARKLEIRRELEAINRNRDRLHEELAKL
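PFK 1.25 nM, F6P 0.5 mM, ATP 0.1 mM, 0.1 M TEA pH 8.0, 5 mM MgCl2, 0.01% Tween20, 0.1% BSA; 45 min RT. ADP-Glo readout. qHTS titration up to 57 uM; curves fitted, compounds curve-classed.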
ASM inhibitor – Inhibitors of Secretory Acid Sphingomyelinase (S-ASM): qHTS. actives 0.006% (n = 340,000). Sphingomyelin phosphodiesterase (Homo sapiens), P17405. Potency, µM (top dose mostly 57.5 µM), inactives show top-dose activity change, negative = inhibition, actives largely listed as inhibitors. AID 504937, 2011. placental ASM, HMU-PC fluorogenic substrate, 60 min; further: potency means the concentration at half of the fitted maximal effect
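Fluorescence read-out (Ex 386 nm, Em 447 nm) after stopping the reaction at pH 10. Enzyme: ASM from human placenta; substrate HMU-PC0, 9 uM final; 60 min, 37 °C. Compound preincubation 10 min, ambient temperature.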
a7 integrin act – qHTS for Activators of Integrin-Mediated Alleviation for Muscular Dystrophy; alpha7betagal myoblasts, beta-gal FDG fluorescence, 48 h; Potency, µM (series often up to 38.3 µM), for the others: top-dose activation, hits mostly activators; actives 0.064% (n = 350,000); AID 624291, 2012;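 further: potency means the concentration at half of the fitted maximal effect; 100% = response of the positive control SU9516; nearly all actives have a fitted effect of over 60% in size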
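alpha7betagal+/- myoblasts (passage 13, 250/well) treated 48 h at 37C with compounds at 1:260 dilution of DMSO stock. Lysed, then beta-galactosidase activity read as FDG fluorescence (ex 480/em 540) after 30 min, with pre-read for autofluorescence.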
TSHR antag – Antagonists of the Thyroid Stimulating Hormone Receptor: HTS campaign; Thyrotropin receptor (Homo sapiens), P16473; TSHR-expressing cells, TSH-stimulated cAMP HTRF, 2 h; stronger effect = lower value; activity change, negative = inhibition, % at 11.5 µM; actives 0.2% (n = 330,000); AID 504810, 2011;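 active means activity change below a set negative limit, meaning inhibition stronger than a set level, cut at about -70% in these data; inconclusive means activity change between two set negative limits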; further: on the % scale 0 is the no-effect control and ±100 the full control effect
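Freshly harvested TSHR cells receive pin-tooled compound, then EC80 TSH at 4nM final. After 2 hours at 37 deg C, antibody in lysis buffer and cAMP-d2 are added; 30 minutes at ambient temperature precede the HTRF read.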
ELG1 DNA repair – qHTS screen for small molecules that inhibit ELG1-dependent DNA repair in human embryonic kidney (HEK293T) cells expressing luciferase-tagged ELG1; HEK293T ELG1-luciferase reporter, luminescence, 16 h; DNA damage induced by 5-fluorouridine; Potency, µM (top dose mostly 46.1 µM), without a hit: at the top dose activity change, negative = inhibition, hits mostly inhibitors; actives 2.3% (n = 330,000); further: potency means the concentration at half of the fitted maximal effect; on the % scale 0 is the no-effect control and ±100 the full control effect; nearly all actives have a fitted effect of over 55% in size
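Reporter activity after DNA damage by 5-fluorouridine is monitored. Compound-treated cells incubate 16 hr at 37 °C, then ONE-Glo is added for 30 min before luminescence reading.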
The depositor's hits bear a star; ? = inconclusive; / = not tested or not shown; [ ] = dose if it differs, or a comment. Unless noted, the call rests on the fitted dose curve; in most records, active means well fitted curve in the direction sought with a large enough effect; inconclusive means small, poorly fitted or top-dose-only effect, or another doubt; inactive means no such curve, though single readings can be large; an effect the other way counts as inactive or inconclusive.

SMILES | PTAP TSG101 blk | Mito fusion act | Eya2 phos inh | TCR activator | AT treatment | Chronic BCR inh | Tb PFK block | ASM inhibitor | a7 integrin act | TSHR antag | ELG1 DNA repair
COc1ccc(C(=O)COC(=O)c2nn(C)cc2Cl)cc1 | -6% | -21% | 5% | 2% | 0% | -11% | 3% | 2% | 1% | 3 | ?
O=C(COC(=O)C1CC2C=CC1C2)Nc1ccc([N+](=O)[O-])cc1 (stereo not given) | -4% | / | -18% | -1%[46.1 µM] | -3% | -3% | -1% | -3% | 18% | -14 | ?
Cc1nc(CNS(=O)(=O)c2cccs2)cs1 | 0% | -3% | -7% | -1% | 6% | 8% | 0% | 13% | -5% | -3 | 5%
CC(=O)Nc1c(-c2ccccc2)c2cc(Br)ccc2[nH]c1=O | -6% | 0% | 3% | 12% | 11% | -9% | 4% | -4% | -16% | -6 | 0%
O=C(COC(=O)c1cc(F)c(F)cc1Cl)NC1CC1 | -2% | 7% | -21% | 8% | -2% | 15% | -9% | 4% | -18% | -7 | 3%
CCC1CCCCN1C(=O)CSc1nnc(-c2ccco2)o1 (stereo not given) | -10% | 2% | 4% | 1%[46.1 µM] | / | ? | 1% | 0% | 7% | 7 | ?
CCC1CN(C)C2Cc3c([nH]c4ccccc34)C(=O)CC1C2C(=O)OC (stereo not given) | 2% | 12% | 10% | 2% | 11% | -1% | -3% | 12% | 7% | 1 | -28%
Cc1cccc(OCc2n[nH]c(=S)n2C2CCCCC2)c1 | -9% | ? | 5% | -6%[46.1 µM] | -7% | 2% | -5% | -9% | 20% | -21 | -15%
Cc1ccc2cc(CN(CCO)Cc3nnnn3Cc3ccc(F)cc3)c(=O)[nH]c2c1 | -5% | 0% | 14% | -3% | 20% | ? | -4% | 2% | -1% | 32 | ?
O=C(CC(SCc1ccco1)c1ccc(O)cc1)c1cccs1 (stereo not given) | -3% | -1% | -4% | 8% | -3% | ? | -1% | -4% | -28% | -19 | ?
Fc1ccc(/C=N/Nc2nccnc2Cl)cc1 | -2% | -7% | 0% | 4% | 3% | -2% | -12% | 7% | 4% | 4 | ?
O=C(CCN1CCN(C/C=C/c2ccccc2)CC1)Nc1cccc(F)c1 | 7% | -5% | 9% | 1% | 5% | -16% | -1% | -1% | 18% | 8 | ?
CN(c1ccccc1)S(=O)(=O)c1ccc(C(=O)NCc2ccccn2)cc1 | 1% | 1% | -2% | 1% | 18% | -9% | -6% | -1% | 5% | 46 | ?
Cc1ccc(OCCOCCOc2ccc(Br)cc2/C=N\NC(=O)c2ccncc2)cc1 | -3% | 15% | 5% | 3% | -8% | ? | 0% | -16% | -35% | -4 | -21%
COC(=O)c1sc(S(=O)(=O)NCCCN(C)C)c(C(=O)OC)c1C | 0% | -2% | -5% | -4% | 5% | -4% | -13% | 1% | 5% | -5 | -1%

Reprinted from the part before: four entries, followed by the next part.
SMILES | PTAP TSG101 blk | Mito fusion act | Eya2 phos inh | TCR activator | AT treatment | Chronic BCR inh | Tb PFK block | ASM inhibitor | a7 integrin act | TSHR antag | ELG1 DNA repair
O=C(CCN1CCN(C/C=C/c2ccccc2)CC1)Nc1cccc(F)c1 | 7% | -5% | 9% | 1% | 5% | -16% | -1% | -1% | 18% | 8 | ?
CN(c1ccccc1)S(=O)(=O)c1ccc(C(=O)NCc2ccccn2)cc1 | 1% | 1% | -2% | 1% | 18% | -9% | -6% | -1% | 5% | 46 | ?
Cc1ccc(OCCOCCOc2ccc(Br)cc2/C=N\NC(=O)c2ccncc2)cc1 | -3% | 15% | 5% | 3% | -8% | ? | 0% | -16% | -35% | -4 | -21%
COC(=O)c1sc(S(=O)(=O)NCCCN(C)C)c(C(=O)OC)c1C | 0% | -2% | -5% | -4% | 5% | -4% | -13% | 1% | 5% | -5 | -1%
Cn1cccc1-c1nc2ccc(NC(=O)c3ccc([N+](=O)[O-])cc3)cc2[nH]1 | -4% | 2% | 2% | 4% | 5% | ? | 2% | 0% | 11% | -9 | ?
CN(C)C(=O)CCc1ccc2c3c([nH]c2c1)[C@]1(C)[C@@H](C(=O)N2CCOCC2)C[C@H](CC(=O)NCCC2=CCCCC2)C(=O)N1CC3 | -2% | / | 2% | -3%[46.1 µM] | 2% | -5% | -4% | -2% | -16% | -7 | -2%
O=C(NCc1ccccc1Cl)c1cnccc1C(F)(F)F | -7% | 4% | -3% | 6% | 3% | -1% | 3% | 0% | -20% | -5 | -13%
Cc1cc(C)cc(OCC(=O)OCC(=O)NC2CCCCCCC2)c1 | 2% | 3% | 22% | -2% | 0% | ? | -6% | 2% | 4% | -6 | 9%
CCN(Cc1ccccc1)S(=O)(=O)c1ccc(C(=O)N(CCCN(C)C)c2nc3c(C)c(C)ccc3s2)cc1 | -6% | 8% | -37% | 6% | -4% | -2% | 12% | -20% | -13% | 17 | ?
COc1cc(/C=N/NC(=O)c2ccncc2)ccc1OCC(=O)Nc1ccc(C)c(C)c1 | 1% | 7% | 20% | -1% | -3% | -1% | 1% | -1% | 2% | 4 | ?
Cc1cc(C)n(-c2cc(N3CCOCC3)nc(-c3ccccc3)n2)n1 | / | 11% | 1% | -4% | -8% | 1% | -8% | -2% | -7% | 2 | ?
Cc1ccc(NC(=O)CSC2=Nc3ccccc3C3CC=NN23)c(C)c1 (stereo not given) | 1% | -8% | -8% | 4% | 2% | 8% | -11% | 1% | -14% | -6 | ?
COc1ccccc1NC(=O)C1=C(C)Nc2nc(CCCO)nn2C1c1cccnc1 (stereo not given) | -5% | -1% | -7% | -8% | 2% | 5% | 1% | 2% | 11% | 0 | 27%
CCn1cc(S(=O)(=O)c2ccc(OC)cc2)c(=O)c2cc(F)c(N3CCN(C)CC3)cc21 | -5% | 19% | 1% | -10% | 5% | 10% | -17% | 4% | 16% | 15 | ?
Cc1nn(-c2ccccc2)c(C)c1NC(=O)COC(=O)CC(C)c1ccccc1 (stereo not given) | 1% | 8% | -5% | 2% | 3% | 1% | 3% | 1% | -29% | 11 | 12%
O=C(c1ccc(S(=O)(=O)N2CCC(c3nc4ccccc4[nH]3)CC2)cc1)N1CCOCC1 | / | -4% | -15% | / | 1% | 3% | 3% | 1% | -20% | -6 | -11%
COc1ccc(-c2cc3nc4c(c(=O)n3[nH]2)CCC4)cc1 | 6% | -1% | 12% | 7% | 2% | ? | -12% | 1% | -20% | 0 | ?
CC(C)NC(=O)C(=O)NCCC1CCCCN1S(=O)(=O)c1cccs1 (stereo not given) | 0% | -5% | 13% | 3% | 7% | -4% | -9% | -1% | 17% | 6 | 18%
CC1CCN(C(=O)CSc2nc(C(C)C)nc3c2c(=O)n(C)c(=O)n3C)CC1 | -5% | 2% | 18% | -4% | -4% | 0% | -4% | -3% | -18% | -25 | ?

Screening results as filed in PubChem.
